# hcGAS lum: inhibitors of human cGAS; Q8N884; recombinant h-cGAS, ATP depletion, Kinase-Glo luminescence; inhibition, % at 12.5 µM; 290,000 tested, 0.081% active;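 note: 0% = vehicle reaction and 100% = reaction without DNA for no activity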
# Target sequence (Q8N884 whole entry, looked up): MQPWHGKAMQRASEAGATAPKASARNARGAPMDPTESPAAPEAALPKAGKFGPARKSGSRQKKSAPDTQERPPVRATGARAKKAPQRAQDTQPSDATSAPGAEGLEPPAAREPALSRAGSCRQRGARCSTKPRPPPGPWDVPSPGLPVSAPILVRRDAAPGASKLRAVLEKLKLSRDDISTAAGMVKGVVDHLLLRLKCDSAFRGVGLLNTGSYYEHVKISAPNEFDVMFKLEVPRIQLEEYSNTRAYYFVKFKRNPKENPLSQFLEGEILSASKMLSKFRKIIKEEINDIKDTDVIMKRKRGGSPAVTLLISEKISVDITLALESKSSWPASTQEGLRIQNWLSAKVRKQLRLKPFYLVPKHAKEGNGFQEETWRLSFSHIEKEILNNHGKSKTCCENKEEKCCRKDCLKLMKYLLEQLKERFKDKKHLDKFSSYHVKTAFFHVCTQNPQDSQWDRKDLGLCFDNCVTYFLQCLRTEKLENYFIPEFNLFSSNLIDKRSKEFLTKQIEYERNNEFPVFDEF
# NPYLR7 agonist: mosquito NPYLR7 agonism. activation, % at 10 µM. HEK293T NPYLR7/Galpha15, GCaMP6s calcium fluorescence. AID 1259423. 270,000 tested, 0.15% active; in the data active = activation above about 40%;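 note: 0% = vehicle and 100% = reference agonist at the receptor; some compounds past the cut are filed as inactive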
# mcGAS inh: inhibitors of mouse cGAS. 160,000 tested, 0.15% active. recombinant cGAS, Kinase-Glo ATP depletion luminescence. Q8C6L5. inhibition, % at 12.5 µM. AID 1259399;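 note: 0% = negative control wells and 100% = reference inhibitor with no enzyme activity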
# Numbers without * were called inactive; nt = not tested or not shown; & = joins results of further samples. Cut-off read from the data, not from the text of the source, unless noted: active = inhibition above about 40%; inactive = the rest.
SMILES,hcGAS lum,NPYLR7 agonist,mcGAS inh
Cc1sc2ncnc(SC(C)C(N)=O)c2c1C (stereo unspecified),-2,0,nt
CCC(C)c1ccc(S(=O)(=O)N(C2CCCCC2)C2CCS(=O)(=O)C2)cc1 (stereo unspecified),2,11,nt
CCCn1cc(C(=O)NCc2cc(F)cc(F)c2)c(S(=O)(=O)N2CCC(C)CC2)n1,-2,17,-4
Cc1nc2nc(N)nn2c(C)c1CC(=O)O,-5,-9,nt
CN(C)c1ccc(/C=N\NC(=O)CSc2nnc(-c3ccccc3)n2-c2ccccc2)cc1,-6,-12,-7
Cc1cccn2c(CNC(=O)c3ccc(-c4ncn[nH]4)cc3)cnc12,-1,27,nt
O=C(NCc1ccc(F)cc1)N1CCCCC1CCn1cccn1 (stereo unspecified),-6,7,nt
O=C(NC(c1ccc(Cl)cc1)c1ccccn1)C1CCN(CCc2ccc3c(c2)OCO3)CC1 (stereo unspecified),-1,31,-2
Cc1ccc(C(O)CNC(=O)c2cccc(C)c2C)cc1 (stereo unspecified),-9,4,nt
O=C(Nn1c(Cc2ccc(F)cc2)n[nH]c1=S)c1ccccn1,-1,5,nt
COc1cccc(CN2CCCC3(CCN(C(=O)c4ccco4)C3)C2=O)c1 (stereo unspecified),-4,3,nt
CN1CC[C@H](N(Cc2ccccc2)C2COC2)C[C@H](O)C1,1,3,-8
CCOc1ccc(-c2nc(Cn3nnc(C(=O)Nc4ccc(OC)cc4)c3C)c(C)o2)cc1,-4,6,-7
Clc1ccccc1CNc1nc2c(-c3ccccc3)nnn2c2ccccc12,-9,-4,-7
Cc1csc(SCc2cc(=O)c(OC(=O)c3cc(Br)ccc3Cl)co2)n1,-6,17,-4
Cc1cccc(C)c1N1C(=O)c2ncccc2C1CCN1CCN(CC(=O)O)CC1 (stereo unspecified),1,1,-4
CCCCc1ccc(C(NCc2cc(=O)n(C)c(=O)n2C)C(C)C)cc1 (stereo unspecified),0,1,-14
CCCN(CC(=O)Nc1cc(-c2ccccc2)nn1-c1ccc(F)cc1)C(=O)Nc1cc(OC)cc(OC)c1,2,22,-4
CCC/C=C/c1ccc2nc(C(C)O)[nH]c2c1 (stereo unspecified),-6,14,-9
N#Cc1ccccc1NC(=O)C1=COCCO1,-5,17,nt
CCOc1ncccc1CN1CCC(C(=O)NCc2ccccn2)CC1,-4,-6,nt
Cc1ccc(SC2CCN(C(=O)c3cn(CCc4ccccc4)nn3)CC2)cc1,-11,20,-13
CCC1CN(C(=O)C(C)C)CCC1NCc1cscn1 (stereo unspecified),-4,8,nt
COCCN(Cc1cccc(OS(=O)(=O)c2cccc(C(F)(F)F)c2)c1)C(=O)c1ccc(Cl)cc1,-18,-7,-5
Cc1ccc(-c2cc(C(=O)Nc3cccc(F)c3)c3ccccc3n2)cc1C,-5,1,-7

# Next part (five carried over from the part before).
SMILES,hcGAS lum,NPYLR7 agonist,mcGAS inh
CCOc1ncccc1CN1CCC(C(=O)NCc2ccccn2)CC1,-4,-6,nt
Cc1ccc(SC2CCN(C(=O)c3cn(CCc4ccccc4)nn3)CC2)cc1,-11,20,-13
CCC1CN(C(=O)C(C)C)CCC1NCc1cscn1 (stereo unspecified),-4,8,nt
COCCN(Cc1cccc(OS(=O)(=O)c2cccc(C(F)(F)F)c2)c1)C(=O)c1ccc(Cl)cc1,-18,-7,-5
Cc1ccc(-c2cc(C(=O)Nc3cccc(F)c3)c3ccccc3n2)cc1C,-5,1,-7
NC(=O)c1c(NC(=O)CSc2nnc3n2CCCCC3)sc2c1CCCC2,-6,0,nt
N#CC(c1ccc(F)cc1)N1CCN(C(=O)C=Cc2ccc3c(c2)OCO3)CC1 (stereo unspecified),-12,3,nt
COc1ccc(-c2[nH]ncc2CN2CC[C@H]3CC[C@@H](C2)N3)cc1,-3,-2,nt
Cc1c(COc2ccc3ccccc3c2)nnn1CC(=O)NS(=O)(=O)c1ccccc1C(F)(F)F,-12,6,nt
c1ccc2nc(N3CCC4(CCCO4)CC3)cnc2c1,-6,8,nt
COc1cccc(CN(Cc2nc(C(=O)NCCc3ccccn3)co2)CC2CC2)c1,1,13,-3
CCCCC(CC)C(=O)N1CCN(C(=O)CCCSc2nnc(-c3ccccc3Cl)n2-c2ccccc2)CC1C (stereo unspecified),-5,1,-2
O=C(NCc1ccccc1Cl)c1cc(Cl)ccn1,-12,-9,nt
CCCCC1CCC(C(=O)N(Cc2ccc(C)o2)C2CCS(=O)(=O)C2)CC1 (stereo unspecified),1,nt,-3
COc1ccc2cc([C@@H](C)C(=O)O)ccc2c1,0,-5,-3
COc1ccc(OCC(O)CN)cc1 (stereo unspecified),-9,3,nt
O=S(=O)(c1ccccc1NC(C1CC1)C1CC1)C(F)(F)F,15,3,nt
CN1CCCc2cc(C(CNS(=O)(=O)c3cccs3)N3CCCCC3)ccc21 (stereo unspecified),1,1,-7
CC(C)(C)n1ncc2c(=O)n(NC(=O)c3ccc(S(=O)(=O)N4CCCCC4)cc3)cnc21,-8,3,nt
Cn1ccc(NC(=O)c2ccccc2Sc2ccc(Br)cn2)n1,-6,17,-16
Cc1ccc(Cc2nnc(N3CCCC3)[nH]c2=O)cc1,-4,11,nt
CC(=O)Nc1ccc(CN2CCN(Cc3ccsc3)C(CCO)C2)cc1 (stereo unspecified),-2,0,-2
CCOc1ccc2nc(NC(=O)C(CC)CC)sc2c1,-6,20,-9
Cc1cccc(OCCC(=O)Nc2ccc(-n3cncn3)cc2)c1C,-7,4,nt
Cc1ccc(NS(=O)(=O)c2ccc3oc(=O)ccc3c2)cc1Cl,-3,3,-7
COc1ccc(Br)c(C(=O)O)c1NS(=O)(=O)/C=C/c1ccc(C)cc1,-8,2,-17
COc1cc(-c2nn(CN3CCCCCC3)c(=S)o2)cc(OC)c1OC,-5,1,nt
CCCSc1ncccc1C(=O)N1CCN(c2c(CC(=O)OCC)c(C)nc3ncnn23)CC1,1,29,-5
CCC(C)NC(=O)CN(c1ccc(C)cc1)S(=O)(=O)c1ccc(OC)c(OC)c1 (stereo unspecified),-2,-3,-6
COc1ccc(N2C(=O)/C(=C/c3ccccc3OC)C(=O)NC2=S)cc1,-2,3,-3

# More results
SMILES,hcGAS lum,NPYLR7 agonist,mcGAS inh
O=C1c2ccccc2C(O)(c2ccc(Br)cc2)N1Cc1cccs1 (stereo unspecified),-7,1,nt
CN(C)c1ccc(C(=O)N2CCC2(C)C(=O)O)cc1 (stereo unspecified),-13,0,nt
O=C(c1cc(-c2ccccc2F)n2nc(-c3ccccc3)cc2n1)N1CCN(C/C=C/c2ccccc2)CC1,0&1,12&-12,-4&-1
CC(c1ccccc1)N(Cc1cc(NC(=O)C2CC2)ccc1N(C)C)C(=O)c1ccccc1Cl (stereo unspecified),-2,3,-3
CCC(C)(CC(=O)OC)NCc1cnc(C)cn1 (stereo unspecified),-1,-2,nt
COc1cccc(-c2cc(C(=O)N3CCN(C(=O)c4ccc(OC)cc4OC)CC3)c(C)n2-c2ccccc2F)c1,-8,-1,-5
CC(C)c1ccc(-n2ccc3c(cnc4ncnn43)c2=O)cc1,-2,-2,nt
Cc1nc2c(C)cccn2c(=O)c1NC(=O)COc1ccccc1,-8,3,nt
Cc1nc(C)c(-c2cc(C(=O)NC(C)c3ccccc3)n[nH]2)s1 (stereo unspecified),-9,nt,-7
CN(C)S(=O)(=O)c1cccc(C(=O)N2CCN(CC=Cc3ccccc3)CC2)c1,-4,-2,-6
CCCCN(C(=O)C(C)CCC)c1c(N)n(CCC)c(=O)[nH]c1=O (stereo unspecified),-3,4,nt
CC1=C/C(=N/N=C2\NC(=O)C(CC(=O)Nc3cccc(Cl)c3Cl)S2)CC(C)(C)C1 (stereo unspecified),-8,1,nt
COc1ccc(C)cc1CN(C)C(=O)[C@H](C)NS(=O)(=O)c1cccc(Cl)c1,-8,4,nt
Cc1ccc(Cc2nsc(N3CCCN(C(=O)Nc4cccc(C)c4C)CC3)n2)cc1,-7,14,-4
Cc1ccc(N2C(=O)CSC2c2coc3ccccc3c2=O)cc1C (stereo unspecified),7,-1,4
CS(=O)(=O)N1CCCC1C(=O)N(Cc1ccccc1)c1nc2c(Cl)cccc2s1 (stereo unspecified),-2,3,nt
CC(Oc1ccccc1)C(=O)NCc1cccc(-c2ncc(-c3ccc(F)cc3)[nH]2)c1 (stereo unspecified),3,-8,4
O=C(c1ccc(F)cc1F)N1CCN(S(=O)(=O)c2ccccc2)CC1,-12,2,nt
CCCn1c(O)c(N=NC(=O)c2ccccc2O)c2ccccc21,-6,-6,-5
C=CCOc1ccc(C=CC(=O)N(Cc2cccs2)C2CCS(=O)(=O)C2)cc1 (stereo unspecified),-3,10,-5
COc1ccc2nc(N(CCCN3CCOCC3)C(=O)Cc3ccc(F)cc3)sc2c1,-7,-2,-9
COC(=O)CN(c1ccccc1Br)S(C)(=O)=O,-2,3,nt
CCOC(=O)N1CCN(/C=C(\C#N)S(=O)(=O)c2ccc(C)cc2)CC1,-4,7,nt
COc1cccc(C=CC(=O)c2cccc(O)c2)c1,-7,4,nt
Cc1cc2c(=O)n(Cc3ccco3)c(SCC(=O)N3CCc4ccccc43)nc2s1,-3,-8,-4

# (further entries)
SMILES,hcGAS lum,NPYLR7 agonist,mcGAS inh
Oc1ccc(-c2nccn2C2CCC2)c(Cl)c1,-5,1,-12
O=[N+]([O-])c1ccccc1CN1CCCn2cccc2C1c1ccc(C(F)(F)F)cc1 (stereo unspecified),-8,16,-6
Cc1cccc(C(=O)N(Cc2cccc(F)c2)Cc2cc(NC(=O)c3ccccc3Cl)ccc2N(C)C)c1,-4,28,-5
COc1cc(C2=NC(=Cc3ccccc3C)C(=O)O2)ccc1OC(F)F,0,3,-2
O=C(NCCNc1cccc2ccccc12)c1ccc(CSc2nnc3ccccn23)cc1,-3,10,-2
CCCN(Cc1nc(C(=O)OC)cs1)C(=O)c1ccc2c(c1)OCO2,-8,23,-9
Cc1cc(C(=O)N[C@@H]2CN(C3CCOCC3)C[C@H]2CO)nn1C,-11,nt,-6
CC(=O)OC(C(=O)N1CCC(n2c(=O)oc3cccc(C)c32)CC1)c1ccccc1 (stereo unspecified),-3,7,-4
O=NO,-2,-2,-2
COCCCN1C(=O)CC[C@H]2CN(C(=O)NC3CCCCC3)CC[C@H]21,-6,nt,-6
CCCn1c(SCC(=O)c2ccc3c(c2)CCC3)n[nH]c1=O,-13,0,nt
COc1cccc(N2C(=O)CSC2c2cccc(NC(=O)Cc3cccs3)c2)c1 (stereo unspecified),-6,5,-5
CC(C)Cc1cc(C(=O)N2CCC3(CC2)OCCCC3O)nc(=O)[nH]1 (stereo unspecified),-9,nt,-5
COc1cccc(OCc2ccccc2)c1C(=O)NCCc1cccs1,-5,-8,-4
Cc1ccc(CN(C)c2ncccc2C(N)=O)cc1,-8,0,nt
COc1cccc(CO[C@]2(C(=O)NCC3CCCO3)CC(OCc3cccc(C(F)(F)F)c3)[C@H](O)[C@H](O)C2)c1 (stereo partly specified),10,2,-4
COc1cccc(CN(CCC(C)C)CC(O)COc2ccccc2)c1OC (stereo unspecified),-3,23,-4
Cc1ccc(F)cc1S(=O)(=O)Nc1ccccc1C(=O)NCCc1ccc(F)cc1,3,-3,0
O=C(COc1ccc2c3c(c(=O)oc2c1)CCC3)NC1CCCC1,-2,21,nt
Cc1ccc(S(=O)(=O)N(C)C)cc1NC(=O)C1CCCN(C(=O)c2ccc(Cl)cc2)C1 (stereo unspecified),-9,9,nt
NC(=O)C1CCN(C(=O)Nc2c[nH]c3ccccc23)CC1,-6,-2,-10
Cc1ccccc1C1c2[nH]c3ccccc3c2CCN1C(=O)c1cccc(C#CC(C)(C)O)c1 (stereo unspecified),2,-7,-2
Cc1sc2nc(SCC(=O)N(C)CCC#N)n(C3CCCC3)c(=O)c2c1C,-4,-7,nt
Cc1c(P(c2ccccc2)c2ccccc2)[n+]2ccccc2n1C,-12,4,nt
CCn1ncnc1CN1CCN2CCN(C)C(=O)C2C1 (stereo unspecified),-7,6,nt

# Compounds from the list above that contain a CF3 group, in the order listed:
SMILES,hcGAS lum,NPYLR7 agonist,mcGAS inh
COCCN(Cc1cccc(OS(=O)(=O)c2cccc(C(F)(F)F)c2)c1)C(=O)c1ccc(Cl)cc1,-18,-7,-5
Cc1c(COc2ccc3ccccc3c2)nnn1CC(=O)NS(=O)(=O)c1ccccc1C(F)(F)F,-12,6,nt
O=S(=O)(c1ccccc1NC(C1CC1)C1CC1)C(F)(F)F,15,3,nt
O=[N+]([O-])c1ccccc1CN1CCCn2cccc2C1c1ccc(C(F)(F)F)cc1 (stereo unspecified),-8,16,-6
COc1cccc(CO[C@]2(C(=O)NCC3CCCO3)CC(OCc3cccc(C(F)(F)F)c3)[C@H](O)[C@H](O)C2)c1 (stereo partly specified),10,2,-4

# The list goes on.
SMILES,hcGAS lum,NPYLR7 agonist,mcGAS inh
CCCc1cc(=O)[nH]c(-n2nc(C)cc2NC(=O)CCc2ccccc2)n1,6,-3,5
Cc1ccc(N2CC(C(=O)NC(C)c3cnn(C)c3C)CC2=O)cc1 (stereo unspecified),-3,-1,-5
N#Cc1ccc(OCC(=O)Nc2ccc3c(c2)C(=O)c2ccccc2C3=O)cc1,-10,0,nt
CC1CC(C)CN(C(=O)C(C)Oc2ccc(C(=O)c3ccc(F)cc3)cc2)C1 (stereo unspecified),-10,-2,nt
CC(=O)c1ccc(S(=O)(=O)Nc2ccc(-c3ccc4nncn4n3)cc2)cc1,-4,-9,-6
COc1cc2nc(-c3ccc(C)o3)cc(C(=O)NCCCc3ccccc3)c2cc1OC,-1,7,-6
CCOC(=O)C1CCCN(C(=O)c2cn(Cc3ccccc3F)nn2)C1 (stereo unspecified),-7,13,nt
O=C(Nc1ccc(Cl)c(C(F)(F)F)c1)N1CCC(c2ccc(F)cc2)CC1,1,-9,nt

# Compound activity deposited in PubChem BioAssay by Fisher Drug Discovery Resource Center.

# An unsorted share of the library. About 0.29% of those tested had a hit in this group.
